# From PubChem
# N370S GC: inhibitors or activators of N370S glucocerebrosidase for Gaucher disease; P04062; N370S GC spleen homogenate, 4MU-glucoside fluorescence; Potency, µM (top dose mostly 59.4 µM), for the others: at the highest dose activity change, negative = inhibition, hits mostly inhibitors; 0.092% of 330,000 active; AID 2101;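 note: 0% = full enzyme activity and -100% = no enzyme basal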
# GCN5L2 inh: GCN5L2 (KAT2A) acetyltransferase inhibition; AID 504327; Q92830; GCN5L2 HAT assay, ThioGlo1 CoA-SH fluorescence; 0.21% of 390,000 active; Potency, µM (doses to about 58.9 µM), without a hit: at the highest dose activity change, negative = inhibition, hits mostly inhibitors
#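 GCN5L2 (20 nM) in 50mM HEPES pH 7.5, 0.1mM EDTA, 0.01% Tween-20 preincubated 15 min with compounds at room temperature. Reaction started with H3(1-25) 75uM, acetyl-CoA 70uM, ThioGlo1 50uM; CoA-thiol fluorescence (Ex340/Em540) read at 0 and 20 min.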
# FEN1 inhibitor: human FEN1 inhibition; Recombinant FEN1 flap cleavage, fluorescence, 15 min; Potency, µM (top dose mostly 114 µM), without a hit: at the top dose activity change, negative = inhibition, actives largely listed as inhibitors; 0.35% of 390,000 active; note: nearly all actives have a fitted effect of over 65% in size
# Target sequence (P39748 whole entry, looked up): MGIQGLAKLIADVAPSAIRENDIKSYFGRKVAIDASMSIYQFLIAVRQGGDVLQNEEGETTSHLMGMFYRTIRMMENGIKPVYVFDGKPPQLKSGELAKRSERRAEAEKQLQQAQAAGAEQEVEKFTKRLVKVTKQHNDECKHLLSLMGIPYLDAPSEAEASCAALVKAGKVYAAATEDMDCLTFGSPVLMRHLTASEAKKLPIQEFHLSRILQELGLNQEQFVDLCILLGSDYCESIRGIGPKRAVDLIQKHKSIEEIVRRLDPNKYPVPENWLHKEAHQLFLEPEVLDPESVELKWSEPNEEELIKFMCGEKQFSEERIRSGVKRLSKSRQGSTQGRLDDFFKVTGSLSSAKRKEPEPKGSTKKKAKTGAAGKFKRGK
#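 Potency values derive from four-parameter Hill fits of normalized qHTS data. The reaction used 10 nM FEN1 preincubated 15 min at room temperature with compound, then 50 nM DNA substrate, read at 0 and 15 min.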
# * hit, by the source's call; ? = inconclusive; . = no result given; [ ] = remark or other dose. Calls come from the whole dose curve; as a rule, active = well fitted curve in the direction sought with a large enough effect; inconclusive = small, poorly fitted or top-dose-only effect, or another doubt; inactive = no such curve, though single readings can be large; an effect the other way counts as inactive or inconclusive. Unless noted, % is set by controls: 0 for no effect and ±100 for the full control effect; potency is the fitted concentration of half-maximal effect. A portion of the library (hit frequency here may not be typical).
1. O=C(Nc1nn[nH]n1)c1cc(-c2ccc(Cl)c(Cl)c2Cl)nc2ccccc12
2. Cc1ccccc1-c1nnc(SCc2ccccc2F)o1
3. Fc1ccc(C2=Nn3c(Cc4ccccc4F)nnc3SC2)cc1
4. Nc1ccc(CN2CCOCC2)cc1
5. COc1ccc(OC)c(NC(=O)c2cc(S(=O)(=O)NCCc3ccc(Cl)cc3)ccc2F)c1
6. CC1CC1C(=O)OCC(=O)N(C)c1c(N)n(Cc2ccccc2)c(=O)[nH]c1=O (stereo not drawn)
7. O=C(Nc1nc2ccc(S(=O)(=O)N3CCCC3)cc2s1)c1ccc(F)cc1
8. Cn1c(SCC(=O)N/N=C/c2ccc(O)c(O)c2)nc2ccccc21
Assay by compound | 1 | 2 | 3 | 4 | 5 | 6 | 7 | 8
N370S GC | 15% | 7% | 6% | -10% | . | -2% | . | -1%
GCN5L2 inh | -4% | -14% | 5% | -9% | -1% | -16% | -5% | -22%
FEN1 inhibitor | -15% | 0% | -3% | -5% | -15% | 7% | -4% | -25%

9. CN(CC(=O)Nc1c(Cl)cccc1Cl)C(=O)c1cccn1C
10. COc1cc(Cl)ccc1NC(=O)COc1ccccc1C(=O)N1CCN(c2ccc(O)cc2)CC1
11. Cc1c(C(=O)Nc2ccc(S(=O)(=O)N3CCOCC3)cc2)cccc1[N+](=O)[O-]
12. CSc1ccc(/C=N/NC(=O)c2ccc(-n3cnnn3)cc2)cc1
13. N#C/C(=N\Nc1ccc(S(=O)(=O)N2CCCCC2)cc1)C(N)=S
14. NNC(=S)NC1CCCCCCCCCCC1
15. CCOC(=O)N1CCN(Cc2nc3cc(NC(=O)C(C)C)ccc3n2C)CC1
16. COCCCNC(=O)C1Cc2cc(S(=O)(=O)N3CCCC3)ccc2N1C(C)=O (stereo not drawn)
Assay by compound | 9 | 10 | 11 | 12 | 13 | 14 | 15 | 16
N370S GC | 2% | 15% | -25% | . | ? | 15% | 2% | -1%
GCN5L2 inh | ? | -6% | -10% | -10% | -15% | 14% | 1% | 3%
FEN1 inhibitor | -2% | 6% | -3% | -5% | -10% | 3% | 3% | 12%

17. Cc1cc(=O)[nH]c(SCC(=O)Nc2cccc3ccccc23)c1C#N
18. CCc1nc(C(N)=O)c2[nH]c(=O)n(-c3ccc(OC)cc3OC)c2n1
19. CC(C)CC(C(=O)OCC(=O)c1c(N)n(C)c(=O)n(C)c1=O)N1C(=O)C2CC=CCC2C1=O (stereo not drawn)
20. O=C(c1cc2cc(F)ccc2[nH]1)N1CCc2ccccc21
21. CCOC(=O)c1ccc(N/C(=N\S(=O)(=O)c2ccc(F)cc2F)c2ccccc2)cc1
22. Cc1sc2ncnc(SCC(=O)N(C)C3CCS(=O)(=O)C3)c2c1C (stereo not drawn)
23. Cc1ccc2c(c1)N(C(C)C(=O)NCc1ccccn1)C(=O)CO2 (stereo not drawn)
24. Cc1cccc(CCNC(=O)CCS(=O)(=O)c2ccc3nc(C)sc3c2)c1
Assay by compound | 17 | 18 | 19 | 20 | 21 | 22 | 23 | 24
N370S GC | 6% | -1% | 6% | -10% | 2% | 3% | -4% | -8%
GCN5L2 inh | -9% | -1% | 1% | 1% | -20% | 0% | -5% | ?
FEN1 inhibitor | 12% | 13% | -1% | -7% | -20% | 5% | -2% | -2%

25. O=C(NC1CC1)c1cc(-c2ccc(Br)cc2)nc2ccccc12
26. CN(CC(=O)Nc1c(Cl)cccc1Cl)C(=O)c1ccc(-n2cncn2)c([N+](=O)[O-])c1
27. CC(=O)Nc1sc2c(c1C#N)CCC2
28. Cc1ccc(OCCN(C)C(=O)CC2C(=O)NCCN2CC(C)(C)C)cc1 (stereo not drawn)
29. COC(=O)c1c(NC(NC(=O)C(C)(C)C)C(Cl)(Cl)Cl)sc2c1CCC2 (stereo not drawn)
30. CN(C)S(=O)(=O)c1cccc(NC(=O)c2cccc(S(=O)(=O)N3CCCCCC3)c2)c1
31. c1ccc2nc(SCc3cn4ccccc4n3)cnc2c1
32. O=C(O)C1C2C=CC(C2)C1C(=O)NCCc1ccccc1 (stereo not drawn)
Assay by compound | 25 | 26 | 27 | 28 | 29 | 30 | 31 | 32
N370S GC | . | 0% | 8% | 2% | 5% | -23% | 4% | 3%
GCN5L2 inh | 0% | -2% | -12% | -1% | -24% | -6% | -5% | 2%
FEN1 inhibitor | 15% | -1% | -4% | 13% | -12% | -13% | 10% | 4%

33. Cc1ccccc1CSCc1ccc(C(=O)NCCc2ccccc2)o1
34. c1cncc(-c2cc(-n3ccnc3)ncn2)c1
35. NC(=O)CNc1ncc(C(F)(F)F)cc1Cl
36. O=C(CSc1nnc(-c2cccs2)n1-c1cccc(Cl)c1)c1cccc2c1OCCO2
37. CCOC(=O)C1=C(CN2CCN(c3ccc(C)cc3C)CC2)NC(=O)NC1c1ccc(OC)cc1 (stereo not drawn)
38. CCCCCn1c(=O)[nH]c2cc(C(=O)N3CCN(c4cccc(OC)c4)CC3)ccc2c1=O
39. Cc1cccc(OCC(=O)NC(C)C(=O)N/N=C/c2c(OCc3ccccc3)ccc3ccccc23)c1 (stereo not drawn)
40. Cc1ccc(N/N=C(\C#N)C(=O)c2ccsc2)cc1
Assay by compound | 33 | 34 | 35 | 36 | 37 | 38 | 39 | 40
N370S GC | . | 0% | -2% | 1% | . | . | 13% | -5%
GCN5L2 inh | -22% | ? | 3% | -2% | -13% | -1% | -13% | -10%
FEN1 inhibitor | -7% | . | -6% | -6% | 1% | 16% | -8% | -20%

# 3 of the entries above in order of their number in N370S GC, low to high.
no.	Compound	N370S GC
15	CCOC(=O)N1CCN(Cc2nc3cc(NC(=O)C(C)C)ccc3n2C)CC1	2%
2	Cc1ccccc1-c1nnc(SCc2ccccc2F)o1	7%
27	CC(=O)Nc1sc2c(c1C#N)CCC2	8%

# (list continues)
41. Cc1c(=O)n(OCc2ccccc2)c2ccccc2[n+]1[O-]
42. COc1ccc(-c2nnc(SCC(=O)Nc3ccc(Cl)cc3)n2C)cc1
43. CCCCc1c(C)c(C#N)c2[nH]c3ccccc3n2c1=O
44. O=c1oc2ccc3ccccc3c2cc1-c1nnc(Nc2ccccc2F)s1
45. Cc1ccc(NS(=O)(=O)c2ccccc2Cl)c2c1CC(C)(C)O2
46. CN(Cc1ccccc1)C(=O)C1CCCN1S(=O)(=O)c1ccc2c(c1)n(C)c(=O)c(=O)n2C (stereo not drawn)
47. COC(=O)c1c(NC(=O)c2ccc(S(=O)(=O)N3CCOCC3)cc2)sc2c1CCN(C)C2
48. O=C(CC1SC(=Nc2ccccc2)N(Cc2ccccn2)C1=O)Nc1ccc(Br)cc1 (stereo not drawn)
Assay by compound | 41 | 42 | 43 | 44 | 45 | 46 | 47 | 48
N370S GC | 12% | 3% | ? | . | 16% | 0% | -15% | -5%
GCN5L2 inh | -2% | -1% | -8% | -4% | -1% | -15% | -2% | -14%
FEN1 inhibitor | -11% | -5% | 11% | -17% | 5% | -1% | 6% | -4%

# Arranged by molar mass (lowest first): 4 of the compounds above
43. CCCCc1c(C)c(C#N)c2[nH]c3ccccc3n2c1=O
44. O=c1oc2ccc3ccccc3c2cc1-c1nnc(Nc2ccccc2F)s1
46. CN(Cc1ccccc1)C(=O)C1CCCN1S(=O)(=O)c1ccc2c(c1)n(C)c(=O)c(=O)n2C (stereo not drawn)
47. COC(=O)c1c(NC(=O)c2ccc(S(=O)(=O)N3CCOCC3)cc2)sc2c1CCN(C)C2
Assay by compound | 43 | 44 | 46 | 47
N370S GC | ? | . | 0% | -15%
GCN5L2 inh | -8% | -4% | -15% | -2%
FEN1 inhibitor | 11% | -17% | -1% | 6%

# Additional entries follow:
49. CCOC(=O)c1c(C)n(-c2ccc(OC)cc2)c2ccc(O)c(CN(C)C)c12
50. CCOC(=O)C1=C(C)NC(=O)C(C#N)C1c1ccncc1 (stereo not drawn)
51. CCOc1ccc(NC(=O)C(C)C(Cc2ccc(C)cc2)C(=O)O)cc1 (stereo not drawn)
52. O=C(c1cc2sccc2n1Cc1ccc(F)cc1)N1CCN(c2nc3ccccc3s2)CC1
53. NS(=O)(=O)c1ccc(N=Nc2c(O)[nH]c3ccc(Br)cc23)cc1
54. COC(=O)c1ccccc1N1C(=O)C2C(C1=O)C1C=CC2C12CC2 (stereo not drawn)
55. Cc1ccc(C(=O)N/C(=C/c2cccnc2)C(=O)O)cc1
56. CCn1c(C)cc(/C=C2\NC(=O)N(CC(=O)Nc3cccc(C)c3)C2=O)c1C
Assay by compound | 49 | 50 | 51 | 52 | 53 | 54 | 55 | 56
N370S GC | 4% | 1% | -14% | 3% | -12% | -3% | 16% | -1%
GCN5L2 inh | 0% | 33%[activator] | 0% | -3% | -3% | -13% | 0% | -3%
FEN1 inhibitor | -5% | -3% | -8% | 1% | 11% | 6% | -2% | -8%

57. COCCNC(=O)Cn1nc(C(F)(F)F)c(Cl)c1C
58. Cc1ccc(C(=O)CC(=O)c2ccccc2)cc1
59. Cc1nnc2n(c1=O)C(CS(=O)(=O)c1ccc3ccccc3c1)CS2 (stereo not drawn)
60. CC/C(=N/OC(=O)c1cccc(C)c1)C(=O)c1cccs1
61. CCCOc1ccc(OC(=O)c2ccc(-c3ccc(CCC)cn3)cc2)cc1
62. COc1cc(OC)c(C(=O)OCC(=O)Nc2cc(C)on2)cc1OC
63. Cc1ccccc1CSc1nnc2[nH]c(=O)cc(C)n12
64. Cc1cccc(OCC(=O)NNC(=O)C2CCN(c3ncnc4sc(C)c(C)c34)CC2)c1
Assay by compound | 57 | 58 | 59 | 60 | 61 | 62 | 63 | 64
N370S GC | -5% | -21% | 7% | -6% | . | -8% | . | 1%
GCN5L2 inh | -2% | -8% | -4% | -15% | 3% | -6% | -7% | -2%
FEN1 inhibitor | 6% | -5% | 6% | -15% | 4% | -3% | 22% | -14%

65. CC1CCC2(CC1)NC(=O)N(NC(=O)CSc1nnc(NC3CC3)s1)C2=O (stereo not drawn)
66. CCCCN(C)CCCNC(=O)C1CC(=O)N(Cc2ccc(OC)cc2)C1 (stereo not drawn)
67. COc1ccccc1N(C)S(=O)(=O)c1ccc(C(=O)Nc2nnc(C)s2)cc1
68. Cc1ccc(CN(Cc2ccco2)C(=S)NCC(=O)NC2CC2)cc1
69. COC(=O)C(NC(C)=O)(Nc1ccccc1)C(=O)OC
70. Cc1ccc(-c2nnc3c4ccccc4c(-c4ccccc4)nn23)cc1
71. O=C(CCN1C(=O)/C(=C/c2ccc(F)cc2)SC1=S)NNC(=O)c1ccncc1
72. Cc1ccc(-c2nc(-c3ccccn3)sc2CC(=O)O)cc1
Assay by compound | 65 | 66 | 67 | 68 | 69 | 70 | 71 | 72
N370S GC | . | 6% | -3% | -16% | 5% | . | -8% | -2%
GCN5L2 inh | 1% | . | 0% | -7% | -1% | -4% | -9% | -9%
FEN1 inhibitor | -2% | 9% | -5% | 6% | -6% | 1% | -3% | 0%

73. O=C1CC(c2ccccc2)CC(=NCCO)/C1=C(\O)CCCN1C(=O)c2ccccc2C1=O (stereo not drawn)
74. CCOc1ccccc1NC(=O)CSc1nc2c(c(=O)n(C)c(=O)n2C)n1C
75. COc1ccc(S(=O)(=O)N(C)C[C@H]2Oc3c(NC(=O)CCC(F)(F)F)cccc3C(=O)N([C@H](C)CO)C[C@@H]2C)cc1
76. O=C(COC(=O)c1ccccc1-n1cnnn1)c1ccc(F)cc1
77. O=C(COC(=O)c1cc(Br)ccc1O)NNC(=O)c1ccc([N+](=O)[O-])cc1
78. COCC(=O)Nc1nc2ccccc2s1
79. CCOCCCNC(=O)COC(=O)/C=C/c1ccc(S(=O)(=O)N2CCc3ccccc32)cc1
80. O=C(c1ccccc1Cc1ccccc1)N1CCN(S(=O)(=O)c2ccc(F)cc2)CC1
Assay by compound | 73 | 74 | 75 | 76 | 77 | 78 | 79 | 80
N370S GC | -7% | 2% | . | -15% | -8% | 0% | -14% | -9%
GCN5L2 inh | -13% | 0% | 1% | 1% | 0% | . | 3% | -1%
FEN1 inhibitor | -11% | -22% | -11% | 5% | -1% | 3% | -10% | 3%

# Reprinted: entries 71–77
71. O=C(CCN1C(=O)/C(=C/c2ccc(F)cc2)SC1=S)NNC(=O)c1ccncc1
72. Cc1ccc(-c2nc(-c3ccccn3)sc2CC(=O)O)cc1
73. O=C1CC(c2ccccc2)CC(=NCCO)/C1=C(\O)CCCN1C(=O)c2ccccc2C1=O (stereo not drawn)
74. CCOc1ccccc1NC(=O)CSc1nc2c(c(=O)n(C)c(=O)n2C)n1C
75. COc1ccc(S(=O)(=O)N(C)C[C@H]2Oc3c(NC(=O)CCC(F)(F)F)cccc3C(=O)N([C@H](C)CO)C[C@@H]2C)cc1
76. O=C(COC(=O)c1ccccc1-n1cnnn1)c1ccc(F)cc1
77. O=C(COC(=O)c1cc(Br)ccc1O)NNC(=O)c1ccc([N+](=O)[O-])cc1
Assay by compound | 71 | 72 | 73 | 74 | 75 | 76 | 77
N370S GC | -8% | -2% | -7% | 2% | . | -15% | -8%
GCN5L2 inh | -9% | -9% | -13% | 0% | 1% | 1% | 0%
FEN1 inhibitor | -3% | 0% | -11% | -22% | -11% | 5% | -1%
